High-throughput results (PubChem BioAssay)
Pf apPOL inh = Pf-apPOL DNA polymerase inhibition; Recombinant Pf-apPOL, molecular beacon fluorescence, 1.5 h; inhibition, % at 10 µM; 0.25% of 210,000 active; AID 1794808
mHTT-CaM PPI inh = inhibitors of human mutant huntingtin-calmodulin interaction; 3.6% of 190,000 active; AlphaScreen His-mHTT/GST-CaM binding, luminescence; AID 1671202; inhibition, % at 15 µM;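 note: 0% = both proteins with DMSO and 100% = one protein alone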
Target sequence (P42858 whole entry, looked up, stated change not applied): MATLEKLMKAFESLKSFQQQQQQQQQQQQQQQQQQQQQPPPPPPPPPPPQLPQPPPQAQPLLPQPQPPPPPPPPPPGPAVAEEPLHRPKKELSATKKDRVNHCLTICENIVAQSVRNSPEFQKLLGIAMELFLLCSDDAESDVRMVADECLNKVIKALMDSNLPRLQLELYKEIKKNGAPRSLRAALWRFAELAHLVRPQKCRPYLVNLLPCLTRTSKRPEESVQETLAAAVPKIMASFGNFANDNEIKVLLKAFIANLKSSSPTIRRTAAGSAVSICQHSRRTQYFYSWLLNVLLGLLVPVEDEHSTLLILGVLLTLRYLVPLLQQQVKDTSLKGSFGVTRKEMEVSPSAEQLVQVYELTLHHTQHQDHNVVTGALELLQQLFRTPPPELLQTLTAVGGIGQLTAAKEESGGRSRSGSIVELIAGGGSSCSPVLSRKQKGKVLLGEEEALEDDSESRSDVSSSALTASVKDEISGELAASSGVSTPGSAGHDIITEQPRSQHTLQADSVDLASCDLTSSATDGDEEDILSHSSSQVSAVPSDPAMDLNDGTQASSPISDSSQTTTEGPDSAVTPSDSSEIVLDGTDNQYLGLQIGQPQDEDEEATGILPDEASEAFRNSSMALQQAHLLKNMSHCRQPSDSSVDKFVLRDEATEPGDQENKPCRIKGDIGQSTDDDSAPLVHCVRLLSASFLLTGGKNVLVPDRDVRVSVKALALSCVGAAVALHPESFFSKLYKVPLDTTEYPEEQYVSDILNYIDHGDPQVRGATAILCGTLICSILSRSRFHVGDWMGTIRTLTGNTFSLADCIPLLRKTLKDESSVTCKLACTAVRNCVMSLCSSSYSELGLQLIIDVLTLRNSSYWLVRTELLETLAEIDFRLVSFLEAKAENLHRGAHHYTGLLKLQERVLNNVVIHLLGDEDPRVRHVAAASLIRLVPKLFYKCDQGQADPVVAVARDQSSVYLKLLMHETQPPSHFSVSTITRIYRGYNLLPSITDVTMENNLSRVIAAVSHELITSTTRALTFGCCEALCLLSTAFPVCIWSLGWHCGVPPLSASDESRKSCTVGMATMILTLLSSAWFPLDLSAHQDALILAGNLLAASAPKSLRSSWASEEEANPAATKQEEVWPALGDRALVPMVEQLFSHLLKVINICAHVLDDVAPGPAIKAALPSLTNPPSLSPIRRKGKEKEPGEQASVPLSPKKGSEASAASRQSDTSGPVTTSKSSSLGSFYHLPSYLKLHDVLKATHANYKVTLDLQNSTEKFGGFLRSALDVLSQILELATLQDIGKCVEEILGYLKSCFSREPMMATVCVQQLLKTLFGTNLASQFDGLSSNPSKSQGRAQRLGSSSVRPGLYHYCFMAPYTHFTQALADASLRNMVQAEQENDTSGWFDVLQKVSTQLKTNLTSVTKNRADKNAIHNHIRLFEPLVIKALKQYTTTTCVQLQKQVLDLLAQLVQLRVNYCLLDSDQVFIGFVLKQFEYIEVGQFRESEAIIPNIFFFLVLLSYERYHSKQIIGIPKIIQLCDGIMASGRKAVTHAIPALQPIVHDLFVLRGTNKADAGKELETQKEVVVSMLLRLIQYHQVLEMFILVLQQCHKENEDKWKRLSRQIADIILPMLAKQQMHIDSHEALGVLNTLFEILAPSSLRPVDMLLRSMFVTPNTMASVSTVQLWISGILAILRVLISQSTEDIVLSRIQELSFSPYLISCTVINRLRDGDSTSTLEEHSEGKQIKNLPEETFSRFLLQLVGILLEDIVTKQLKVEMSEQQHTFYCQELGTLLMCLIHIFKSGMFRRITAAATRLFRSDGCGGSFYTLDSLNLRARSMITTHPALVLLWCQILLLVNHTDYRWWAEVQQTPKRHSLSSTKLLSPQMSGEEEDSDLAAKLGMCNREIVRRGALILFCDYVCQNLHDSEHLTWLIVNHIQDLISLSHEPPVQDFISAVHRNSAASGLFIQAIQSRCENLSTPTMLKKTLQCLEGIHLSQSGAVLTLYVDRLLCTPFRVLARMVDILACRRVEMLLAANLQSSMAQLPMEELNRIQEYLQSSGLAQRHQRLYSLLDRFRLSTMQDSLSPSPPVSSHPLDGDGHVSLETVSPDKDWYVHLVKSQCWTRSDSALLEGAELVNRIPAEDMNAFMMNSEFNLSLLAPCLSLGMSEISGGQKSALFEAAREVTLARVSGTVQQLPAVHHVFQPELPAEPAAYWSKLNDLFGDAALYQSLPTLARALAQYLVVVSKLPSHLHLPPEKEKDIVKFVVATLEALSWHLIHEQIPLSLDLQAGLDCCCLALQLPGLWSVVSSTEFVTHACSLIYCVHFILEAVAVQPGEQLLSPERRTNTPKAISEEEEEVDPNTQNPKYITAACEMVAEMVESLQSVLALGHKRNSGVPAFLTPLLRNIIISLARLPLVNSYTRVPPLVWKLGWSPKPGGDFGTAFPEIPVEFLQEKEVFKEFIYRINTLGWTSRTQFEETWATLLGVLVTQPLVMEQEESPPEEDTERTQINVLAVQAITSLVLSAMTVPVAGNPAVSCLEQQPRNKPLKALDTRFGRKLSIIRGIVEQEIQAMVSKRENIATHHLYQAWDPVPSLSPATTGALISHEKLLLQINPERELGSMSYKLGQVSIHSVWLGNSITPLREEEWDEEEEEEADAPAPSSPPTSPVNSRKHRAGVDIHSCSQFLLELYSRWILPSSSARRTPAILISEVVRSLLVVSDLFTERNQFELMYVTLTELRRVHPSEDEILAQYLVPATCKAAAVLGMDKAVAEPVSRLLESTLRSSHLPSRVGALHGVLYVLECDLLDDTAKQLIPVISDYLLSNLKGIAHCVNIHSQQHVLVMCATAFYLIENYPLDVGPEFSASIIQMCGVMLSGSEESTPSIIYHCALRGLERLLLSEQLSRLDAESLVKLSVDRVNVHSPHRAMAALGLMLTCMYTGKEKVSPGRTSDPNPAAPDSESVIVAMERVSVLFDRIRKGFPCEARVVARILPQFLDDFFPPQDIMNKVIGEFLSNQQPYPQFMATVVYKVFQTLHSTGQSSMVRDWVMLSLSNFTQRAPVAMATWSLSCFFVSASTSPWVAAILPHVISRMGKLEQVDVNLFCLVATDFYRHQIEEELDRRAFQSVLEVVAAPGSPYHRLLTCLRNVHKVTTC
An asterisk follows results filed as active; · = no result given; & = joins results of further samples. Cut-off read from the data, not from the text of the source: active = inhibition above about 50%; inactive = the rest.

Under each structure: Pf apPOL inh | mHTT-CaM PPI inh
N#Cc1c(SCC(=O)NC23CC4CC(CC(C4)C2)C3)sc2c(O)cc(=O)[nH]c12
→ · | 10
CC(=O)c1ccsc1-c1c(C)cc2oc(=O)cc(-c3ccccc3)c2c1C
→ -8 | -2
Brc1cc2c(cc1Br)OCCOCCOCCOCCOCCO2
→ -4 | 6
CCCCCC(=O)N1C[C@@H](O)[C@H](n2cc(C3CC3)nn2)C[C@@H]1c1ccc(C)cc1
→ 0 | 8
O=C(NC1CC1)c1ccc(CSCc2ccccc2Cl)o1
→ -19 | -2
Cc1ccc(NC(=O)Cn2cnc3cc(C)c(C)cc32)cc1C
→ -2 | -1
O=C(Cc1ccccc1F)N1CCCn2nc(-c3ccc(Cl)cc3)cc2C1
→ -16 | 30
O=C(Cn1nnc(N2CCOCC2)n1)NNC(=S)Nc1ccc(F)cc1F
→ -1 | ·
O=C(Cc1nnc(-c2cccs2)o1)N1CCc2ccccc2C1
→ -5 | -4
COc1ccc(CN(Cc2cccn2C)S(=O)(=O)c2ccc(C)cc2)cc1
→ -8 | ·
CCNc1cc(N2CCC(CCC(=O)N3CCc4ccccc4C3)CC2)ncn1
→ -2 | 18
Cc1ccc(CN2CCc3nc(N4CCC(C)CC4)ncc3C2)cc1C
→ 2 | 72*
COc1ccc(CNCc2ccccn2)cc1OC
→ -1&-6 | 8&27
CC(C)(C)c1ccc(NC(=O)C=Cc2ccc(C(=O)C(F)(F)F)cc2)cc1
→ -16 | ·
O=c1oc(-c2ccccc2F)nc2c1cnn2-c1ccccc1
→ -4 | 28
Fc1ccc(C2=CC(c3ccc(Br)cc3)n3nnnc3N2)cc1 (stereo not drawn)
→ -8 | -6
COc1ccc(Cl)cc1NC(=O)Cn1cc(OCc2ccc(C)cc2)c(=O)cc1C
→ -3 | -12
CCSc1nc(-c2ccccc2)ccc1C#N
→ 1 | -60
O=c1[nH]c(SCc2cc(F)cc(F)c2)nc2c1CN(Cc1ccccc1)CC2
→ 3 | -4
CCC(C)NC(=O)c1cc2nc(-c3ccc([N+](=O)[O-])cc3)cc(C(F)(F)F)n2n1 (stereo not drawn)
→ -6 | 6
COc1ccccc1Cc1nc(-c2cccnc2)no1
→ -3 | -6
O=C(C1COc2ccccc2O1)N(CCc1cccs1)Cc1ccco1 (stereo not drawn)
→ -6 | -28
CCN(CC)c1ccc(C(=O)O)cc1[N+](=O)[O-]
→ -4 | -3
CCn1c(SCC(=O)Nc2ccc(C)cc2)nnc1C1CC1
→ -8 | 0
O=c1[nH]cccc1-c1noc(-c2cnccn2)n1
→ · | 1
Cc1ccccc1CC(=O)N1CCC(COc2ccc(C(=O)NC3CC3)cc2)CC1
→ -4 | 7
Cc1ccnc(OCC(=O)Nc2ccc3c(c2)OCO3)n1
→ -5 | -3
N#CC1=C(N)c2ccccc2CC12CCCCC2
→ -5 | 14
CCCN1CCS(=O)(=O)N(Cc2cn(CC(=O)OCC)nn2)C(C(=O)OC)C1 (stereo not drawn)
→ -2 | -13
N#Cc1c(NC(=O)CCc2ccccc2)sc2c1CCCC2
→ 1 | 14
COC(=O)c1ccc2c(=O)n(-c3cccc(C)c3)c(N3CCSC3)nc2c1
→ -1 | -4
Cc1ccc(C2NC(=O)N(C)C3=C2C(=O)N(CC(C)C)C3)c(C)c1 (stereo not drawn)
→ -1 | 6
O=C(C1CCCN(Cc2cccc(Cl)c2)C1)N1CCc2ccccc2C1 (stereo not drawn)
→ -1 | 10
COc1ccc2nc(N=C(N)NC(=O)c3ccccc3)nc(C)c2c1
→ -4 | 0
CCOc1ccc(CN2CCc3nc(Nc4ccc(OC)cc4)ncc3C2)cc1OCC
→ -5 | 0
COc1cccc(C=C2Oc3cc(OC(=O)c4ccco4)ccc3C2=O)c1
→ -4 | 10
O=C1CSC(=Nc2cccc(C(=O)O)c2)N1
→ -1 | 0
CCCN1CCC(NC2c3ccccc3-c3ccccc32)CC1
→ -6 | 5
CC(=O)c1ccc(N=c2oc3ccc(Br)cc3cc2C(N)=O)cc1
→ 3 | 9
CCCCN(C)Cc1c(O)ccc2c(-c3cc4cccc(OC)c4oc3=O)cc(=O)oc12
→ -2 | 9
Cc1nc(SCC(=O)c2ccc(Cl)cc2)c(C#N)c(C)c1C
→ -5&6 | -11&-8
O=C(Cn1nc2ncccn2c1=O)c1ccccc1
→ -3 | 13
COCCn1c(C)cc(C(=O)CSc2nnc3sc4ccccc4n23)c1C
→ 0 | 7
O=C1/C(=C/C2CCCO2)CC/C1=C\C1CCCO1 (stereo not drawn)
→ · | 68*
CCCc1nc2cccnc2n1C1CCN(C(=O)Nc2ccc3c(c2)OCCO3)C1 (stereo not drawn)
→ -5 | 10
COc1cccc(C2CN(C(=O)c3cccc(Cl)c3)CC2C(=O)NC(C)C)c1 (stereo not drawn)
→ -3 | 18
C=CCn1c(-c2ccc(OC)cc2)nc2nc3ccccc3nc21
→ 5 | -4
CSc1nnc2c(n1)OC1(Nc3ccccc3-2)C(=O)Nc2ccc(Br)cc21 (stereo not drawn)
→ 1 | 20
COCCNC(=O)N1CCCn2nc(-c3ccc(OC)cc3)cc2C1
→ -2 | 7
O=C(Nc1cccc2nccnc12)c1ccccc1
→ -8 | -4
CCSc1nnc2c(n1)OC(c1cc(OC)ccc1OC)Nc1ccccc1-2 (stereo not drawn)
→ 5 | -3
CSc1ccc(/C=C2/N=C(c3ccccc3)OC2=O)cc1
→ -3 | 8
COc1ccc(C(=O)Nc2ccc3nn(-c4ccc(Cl)cc4)nc3c2)cc1
→ -4 | 0
COc1ccc(S(=O)(=O)Oc2ccc3c(c2)OC(=Cc2ccncc2)C3=O)cc1
→ 5 | -1
N#C/C(=C\C=C\c1ccccc1)c1nc(-c2cccc([N+](=O)[O-])c2)cs1
→ 1 | 14
CC1=C(C(=O)N2CCOCC2)C(c2ccc(F)c(Br)c2)C2=C(CCCC2=O)N1 (stereo not drawn)
→ 0&-2 | 0&4
CCOc1ccccc1NC(=O)C1CCN(c2ncnc3c2nc2n3CCCCC2)CC1
→ 3 | -7
Cc1ccc(C=CS(=O)(=O)NCCn2nc(-c3cccnc3)ccc2=O)cc1
→ 0 | -11
CNC(=O)Nc1ccc(C2(C(=O)NC3CCCCC3)CCC2)cc1
→ -2 | 6
Cc1cccc(NC(=O)Nc2nccn(-c3ccc(F)cc3)c2=O)c1
→ -4 | 7

More compounds follow.
Under each structure: Pf apPOL inh | mHTT-CaM PPI inh
COc1ccc(-c2nc(NC(C)=O)sc2C)cc1[N+](=O)[O-]
→ -4 | 4
CCc1nc(C)nc(N2CCN(S(C)(=O)=O)CC2)c1Cc1ccc(Cl)cc1
→ 1 | 8
COc1cc(OC)cc(C(=O)N2CCC3(CC2)NC(=O)c2cc(Cl)ccc2N3C)c1
→ -1 | -9
COc1ccc(N2C(=O)C3CCCN3C2c2cccs2)cc1 (stereo not drawn)
→ -1 | -8
CC(=O)Nc1nnc(SCc2ccc(C(C)(C)C)cc2)s1
→ -10 | -3
CCOc1cc(C(=O)Nc2ccc([N+](=O)[O-])cc2OC)cc(OCC)c1OCC
→ 3 | 22
O=C(CSc1nnc(CNC(=O)c2cccc(C(F)(F)F)c2)o1)c1ccccc1
→ -2 | -1
O=S(=O)(c1cccc(C(F)(F)F)c1)N1CCOCC1
→ 2 | -13
O=C(COc1ccc([N+](=O)[O-])cc1)Nc1ccc(F)cc1
→ -10 | 0
CCn1cc(CN2CCC(c3nncn3C(C)C)CC2)cn1
→ 1 | 0
O=C(c1cc(-c2ccccc2)nc2ccccc12)N1CCCC1
→ 8 | 8
CCCn1c(CCc2ccc(NS(C)(=O)=O)cc2)nc2ccccc21
→ -6 | -11
O=S(=O)(Nc1ccc(Cl)cn1)c1ccc(F)cc1
→ · | -2
CCCc1[nH]n(-c2ccc(F)cc2)c(=O)c1C=NCCSc1ccc(Cl)cc1
→ -2 | 21
COc1cccc(CNC(=O)CN2C(=O)NC3(CCC(C(C)(C)C)CC3)C2=O)c1OC (stereo not drawn)
→ 1 | 15
Cc1ccc(Cl)cc1N1CCN(CCCNC(=O)C2(n3cccc3)CCCCC2)CC1
→ -12 | 86*
O=c1cc(-c2cccc(-c3ccc(C(F)(F)F)cc3)c2)c2cc3c(cc2o1)OCO3
→ -4 | -31
Cc1cc(C)c(-n2nnnc2SCC(=O)N2CCCCC2)c(C)c1
→ -8 | -2
O=C(NC(=O)C1CCN(c2ncccc2[N+](=O)[O-])CC1)Nc1ccccc1
→ -5 | ·
CCc1ccc(C2=Cc3ccccc3C(CC(=O)C3CC3)N2c2ccc(-c3cncnc3)cc2)cc1 (stereo not drawn)
→ -2 | 100*
CCCCC(=O)Nc1c2c(nn1C(C)(C)C)CSC2
→ 3 | 26
O=C1C=C(Cl)C2=CC(Cl)=C3C(=O)C=C(Cl)C4=CC(Cl)=C1C2C43 (stereo not drawn)
→ -6 | 6
O=C1C2C3C=CC(C3)C2C(=O)N1CNc1ccccn1 (stereo not drawn)
→ 0 | 2
C=CCSc1nnc2c(n1)OC(C)(C)Nc1ccc(Br)cc1-2
→ -5 | -7
C[C@@H]1CCN(C2CC2)S(=O)(=O)c2ccc(N3CCC[C@H]3CO)cc2O1
→ -2 | -10
CCCc1nc2cccnc2n1C1CCN(C(=O)Cc2cccc(OC)c2)C1 (stereo not drawn)
→ -3 | 4
O=C(Nc1ccc2oc(-c3ccccc3F)nc2c1)c1ccc(Cl)c([N+](=O)[O-])c1
→ -3 | 1
CCOc1ccc2nc(SCC(=O)Nc3nccs3)[nH]c2c1
→ 1 | 1
Cc1cc2c(c(C)c1Cl)CN(Cc1ccc3c(c1)OCO3)CO2
→ -12 | 6
O=C(Cc1ccc(F)cc1)N1CCC2(CC1)NC(=O)N(Cc1ccccc1)C2=O
→ -1 | 0

Part of the list above in order of formula weight, falling:
Under each structure: Pf apPOL inh | mHTT-CaM PPI inh
CCc1ccc(C2=Cc3ccccc3C(CC(=O)C3CC3)N2c2ccc(-c3cncnc3)cc2)cc1 (stereo not drawn)
→ -2 | 100*
O=C1C=C(Cl)C2=CC(Cl)=C3C(=O)C=C(Cl)C4=CC(Cl)=C1C2C43 (stereo not drawn)
→ -6 | 6
Cc1cc(C)c(-n2nnnc2SCC(=O)N2CCCCC2)c(C)c1
→ -8 | -2
CCCCC(=O)Nc1c2c(nn1C(C)(C)C)CSC2
→ 3 | 26

Continued.
Under each structure: Pf apPOL inh | mHTT-CaM PPI inh
COc1cccc(C(=O)NCc2nn(C)c3ccccc23)c1
→ 1 | 12
COc1ccccc1N1CCN(C2CCN(Cc3cccc(F)c3)CC2)CC1
→ -3 | 3
CC1CN(C(=O)Cn2c(S(C)(=O)=O)nc3ccccc32)CC(C)O1 (stereo not drawn)
→ 1 | -6
COc1ccc(CC(=O)Nc2ccccc2F)cc1
→ 3 | 0
COc1cccc(N2CCN(C(=O)C3CC(=O)N(c4ccc5oc(C)nc5c4)C3)CC2)c1 (stereo not drawn)
→ -5 | -1
O=C(NC1CCCC1)c1c(O)c2cccc3c2n(c1=O)CC3
→ 1 | 5
CCOc1ccccc1NC(=O)NCC1(O)CCc2ccccc21 (stereo not drawn)
→ 0 | -6
COC(=O)Nc1ccc(S(=O)(=O)N2CCCc3cccc(O)c32)cc1
→ -4 | 16
Cn1c(=O)c2c(ncn2CC(=O)NCc2ccc3c(c2)OCO3)n(C)c1=O
→ -7 | -1
CCOc1ccc(CC(=O)N2CCC(c3nncn3CC)CC2)cc1
→ -2 | -1
COc1ccc2c(CC(=O)O)coc2c1
→ -8 | ·
CCOc1ccc(NC(N)=Nc2nc(C)c(C)c(=O)[nH]2)cc1
→ -6 | 1
O=C1OC(c2ccccc2Cl)=N/C1=C\c1ccc(F)cc1
→ -5 | 13
CC(=O)N(C)C1(C(=O)NC2CCCC2)CCCCC1
→ -1 | 4
CCc1cccc(CC)c1NC(=O)CCS(=O)(=O)c1ccc(Br)s1
→ -6 | -1
Cc1cc(F)ccc1NC(=O)c1cc(C2CC2)n2nccc2n1
→ -1 | -12
CCN1CCN(C(=O)c2ccc3ncnc(N4CCCC4)c3c2)CC1
→ -3 | -2
O=C(Nc1cccc(Cl)c1)c1ccc(F)c(S(=O)(=O)N2CCC3(CC2)OCCO3)c1
→ -2 | 3
COc1ccc(CN2CCc3nc(SCc4c(F)cccc4Cl)[nH]c(=O)c3C2)cc1
→ -1 | -7
CCOC(=O)Cc1csc(NC(=O)c2ncccn2)n1
→ -16 | 84*
Cc1nn(Cc2c(Cl)cccc2Cl)c(C)c1NC(=O)CCCn1nc([N+](=O)[O-])cc1C
→ 0 | 5
CCC1CCCCN1C(=O)c1c(C)oc2ccn(Cc3ccccc3F)c(=O)c12 (stereo not drawn)
→ 2 | 68*
CC(C)(C)c1ccc(C(=O)NC2(c3nc(-c4cccnc4)no3)CCCCC2)cc1
→ 9 | 1
CC(=O)Nc1ccc(S(=O)(=O)Nc2ccc(Nc3ccccc3)cc2)cc1
→ 1 | 83*
CN(C)c1ccc(CNC(=O)c2ccc3c(c2)NC(=O)C2CCCCN32)cc1 (stereo not drawn)
→ 2 | 12
O=C(NCc1ccc(F)cc1)c1cc2ccccc2oc1=O
→ -17 | -6
Cc1cc(C(=O)Nc2ccon2)ccc1[N+](=O)[O-]
→ -6 | 2
Cc1ccc(-c2nccn3cc(C(=O)N4CCN(CC(C)C)CC4)nc23)cc1
→ 6 | -3
COc1ccc(NC(=O)COc2cc(Cl)c(Cl)cc2Cl)cc1OC
→ -1 | -3
CC1CC(C)CN(CC(O)COC(C)(C)C)C1 (stereo not drawn)
→ -3 | -1
CN(Cc1ccccc1)C(=O)NC1(C(F)(F)F)Oc2ccccc2O1
→ -4 | 4
COc1ccc(S(=O)(=O)N2CCN(C(=O)c3cccc([N+](=O)[O-])c3)CC2)cc1
→ -57 | 0
COc1ccc(-c2noc(C3CCCN3C(=O)Nc3cccc(C)c3C)n2)cc1 (stereo not drawn)
→ 1 | 4
CSC(=NS(=O)(=O)c1ccccc1)NNc1ccccc1
→ 6&16 | ·
CCC(=O)N1c2ccccc2NC2=C(C(=O)CC(C)(C)C2)C1c1ccccn1 (stereo not drawn)
→ 2&-11 | -3&4
CCCCNC(=O)C1CCCN(c2nc3c(s2)c(C)nn3-c2ccc(OC)cc2)C1 (stereo not drawn)
→ 3 | 3
CC1CCN(Cc2csc(N3CCN(C(=O)C4CCCC4)CC3)n2)CC1
→ -4 | 4
